Bioassay records deposited in PubChem BioAssay by several laboratories.
TROY signal inh – blocks TROY-dependent signaling in reporter cells | inhibition, % at 10 µM | 0.98% of 360,000 active | Q293 LMP1-TROYcd NF-kB luciferase reporter, 4 h | AID 1347056;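 active = compounds whose plate-normalised and pattern-corrected inhibition of the luciferase reporter signal at the single screening dose is 50% or more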
SRC1 inh – human NCOA1 inhibition; Q15788; HEK293 GAL4-SRC1 luciferase reporter, luminescence; inhibition, % at 3.6 µM; 0.12% of 360,000 active; AID 588354;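 active = inhibition above the campaign mean plus 3 SD, with each screening campaign given its own cutoff, cut at about 60% in these data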;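 also: 0% = DMSO treated cells and 100% = gossypol at 36 µM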
SRC3 inh – inhibits human SRC3 coactivator. inhibition, % at 3.6 µM. Q9Y6Q9. HEK293 GAL4-SRC3 luciferase reporter, luminescence. AID 588352. 0.17% of 360,000 active;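 active = inhibition above a per-campaign cutoff, the mean of all compounds plus 3 SD, cut at about 60% in these data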;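 also: 0% = DMSO-treated cells and 100% = gossypol-treated cells at 36 µM; higher means less SRC3-driven luciferase light from the GAL4 reporter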
C8 TRAIL sens – sensitizes caspase-8 expressing cells to TRAIL | NB7+C8 cells + TRAIL, ATPlite viability luminescence | inhibition (viability loss, TRAIL sensitization), % at 10 µM | 1% of 360,000 active;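 active = compounds causing at least 50% loss of cell viability in the single-dose screen, relative to plate controls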
KKLEB cytotox – reduces viability of KKLEB cystic fibrosis airway cells; activity change (cytotoxicity), % at 5 µM; 0.36% of 360,000 active; KKLEB CF airway cells viability, ATPlite luminescence, overnight; active compounds read low; cells stimulated with P. aeruginosa culture filtrate; AID 602141;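 active = corrected activity change at or below -50% at 5 µM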
NR2F2 inh – NR2F2 (human) inhibition, primary screen | P24468 | inhibition, % at 8.6 µM | HEK293T NGFI-A luciferase reporter, luminescence | 0.7% of 370,000 active;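 active = inhibition above a per-plate cutoff, mean inhibition of test wells between control levels plus 3 SD, cut at about 38% in these data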;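 also: cells cotransfected with COUP-TFII expression vector driving the NGFI-A reporter; 0% = median of COUP-TF2 test wells and 100% = reporter-only cells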
Target sequence (P24468 whole entry, looked up): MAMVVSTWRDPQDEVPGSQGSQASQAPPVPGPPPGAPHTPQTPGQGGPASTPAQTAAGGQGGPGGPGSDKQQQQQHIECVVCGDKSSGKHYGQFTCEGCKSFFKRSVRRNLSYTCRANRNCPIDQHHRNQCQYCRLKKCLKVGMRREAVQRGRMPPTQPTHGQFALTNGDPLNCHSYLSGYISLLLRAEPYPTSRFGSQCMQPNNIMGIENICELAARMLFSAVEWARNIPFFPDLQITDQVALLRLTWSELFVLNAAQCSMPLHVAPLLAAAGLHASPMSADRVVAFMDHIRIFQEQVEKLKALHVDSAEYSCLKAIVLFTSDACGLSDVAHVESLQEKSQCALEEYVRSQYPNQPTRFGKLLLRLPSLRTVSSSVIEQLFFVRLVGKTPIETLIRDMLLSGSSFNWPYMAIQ
TWEAK-Fn14 inh – TWEAK-Fn14 signaling inhibition | 2% of 360,000 active | TWEAK-stimulated Fn14 reporter cells, luciferase luminescence, 8 h | inhibition, % at 10 µM | AID 1159606; in the data active = inhibition above about 50%
CF NFkB block – blocks PAF-induced NF-kB reporter in cystic fibrosis cells | 0.86% of 360,000 active | inhibition, % at 5 µM | AID 588850 | KKLEB NF-kB-GFP reporter, GFP fluorescence overnight;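 active = at least 50% inhibition at 5 µM, scaled per plate between neutral and stimulator controls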;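 also: PAF is a Pseudomonas aeruginosa culture filtrate used as stimulus; plate controls were PAF-stimulated DMSO wells for no effect and unstimulated DMSO wells for full effect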
Shn3 3UTR inh – Schnurri-3 reporter inhibition in Clone20 osteoblasts; 0.52% of 360,000 active; Clone20 osteoblast Shn3 3'UTR firefly luciferase, 24 h; inhibition, % at 12.5 µM;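 active = mean inhibition of at least 75% with every replicate also reaching 75%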;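 also: 0% = median of neutral control wells and 100% = pilot-screen positive control compound; some compounds past the cut are filed as inactive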
NR5A2 inv ag – NR5A2 inverse agonism in reporter assay; 0.13% of 360,000 active; HEK293T StAR-luciferase reporter, LRH-1 transfected, 24 h; O00482; inhibition, % at 3.6 µM;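 active = inhibition above the mean inhibition of all tested compounds plus 3 SD, cut at about 73% in these data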;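 also: 0% = DMSO wells and 100% = reporter-only cells lacking LRH-1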
Target sequence (O00482 whole entry, looked up): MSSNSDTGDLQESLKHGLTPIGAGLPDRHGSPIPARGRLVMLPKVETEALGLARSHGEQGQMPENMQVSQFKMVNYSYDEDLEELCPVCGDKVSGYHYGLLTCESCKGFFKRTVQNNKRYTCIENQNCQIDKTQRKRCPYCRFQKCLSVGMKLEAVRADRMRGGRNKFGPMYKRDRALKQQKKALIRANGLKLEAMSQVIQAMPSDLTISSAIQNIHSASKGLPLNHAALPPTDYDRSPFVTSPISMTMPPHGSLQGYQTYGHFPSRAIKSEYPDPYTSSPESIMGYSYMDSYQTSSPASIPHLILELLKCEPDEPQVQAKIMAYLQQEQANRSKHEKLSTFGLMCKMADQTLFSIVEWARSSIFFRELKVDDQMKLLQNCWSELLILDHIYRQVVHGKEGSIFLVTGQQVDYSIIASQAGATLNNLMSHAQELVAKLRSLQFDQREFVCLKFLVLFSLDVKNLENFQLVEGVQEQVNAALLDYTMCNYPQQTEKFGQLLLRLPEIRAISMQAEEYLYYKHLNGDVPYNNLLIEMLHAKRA
EBV LMP1 NFkB – inhibitors of Epstein-Barr LMP1-induced NF-kappaB reporter; LMP1-induced NF-kappaB luciferase reporter cells, luminescence; 0.69% of 350,000 active; inhibition, % at 12.5 µM; in the data active = inhibition above about 41%;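 also: 0% = neutral control wells and 100% = reference inhibitor control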
Active calls of the source: *; x = not tested or not shown. These rows are one share of the data; count on the stated rates, not on these rows.

SMILES	TROY signal inh	SRC1 inh	SRC3 inh	C8 TRAIL sens	KKLEB cytotox	NR2F2 inh	TWEAK-Fn14 inh	CF NFkB block	Shn3 3UTR inh	NR5A2 inv ag	EBV LMP1 NFkB
COc1ccccc1C(=O)Nc1ccc(S(=O)(=O)N(C)c2ccccc2)cc1	-8.6	-17.0	-8.0	-16.1	2.2	-15.8	1.3	18.8	-13.7	14.6	-15.1
COc1ccc(/C=C/C(=O)Nc2cc(S(=O)(=O)N3CCOCC3)ccc2N2CCCC2)cc1OC	-1.8	-3.4	19.6	-9.6	-1.2	4.4	7.3	7.0	7.7	9.9	12.1
CCCc1cc(=O)oc2cc(OCc3nn[nH]n3)ccc12	16.6	9.8	-12.0	0.8	-3.0	10.3	18.5	11.7	4.9	-19.2	-5.7
COc1nc(-c2ccccc2)c2cc(C)ccc2n1	0.4	-3.8	8.7	2.8	-4.8	5.8	1.0	0.1	-6.6	11.4	-8.3
NS(=O)(=O)c1ccc(NC(=O)CN2CCN(Cc3ccccc3)CC2)cc1	9.8	-4.8	4.6	-10.2	-0.6	0.1	-1.4	7.5	5.2	9.0	-13.5
C=CCSc1nnc2c(n1)-c1cccc3cccc-2c13	-70.7	-21.0	-16.4	2.3	2.9	-4.6	-43.7	-64.8	-51.4	-14.5	29.7
COc1ccc(CC(=O)N2CCCc3ccccc32)cc1	35.5	-24.9	-0.4	2.0	-4.0	-14.1	50.3*	-8.3	-3.4	-12.2	1.1
Cc1nn(Cc2ccc(C(=O)Nc3ccccc3F)cc2)c(C)c1Cl	-9.5	8.4	13.2	-0.6	2.6	1.9	-0.5	-15.1	0.5	-2.7	-6.1
CCOC(=O)C1CCN(CCCSc2ccc(C)cc2)CC1	-0.8	4.1	7.9	7.3	2.8	1.4	-9.2	-5.5	0.2	6.4	-1.9
COc1ccc(C(=O)NN2C(=O)C3C4C=CC(O4)C3C2=O)cc1 (stereo not drawn)	-1.8	13.6	-1.1	-4.0	6.1	-11.2	3.1	-5.0	1.5	3.7	6.9
O=C(Cc1cc(=O)[nH][nH]1)N/N=C/c1ccccc1[N+](=O)[O-]	-12.9	4.5	8.1	-7.9	1.8	6.6	9.4	-5.5	-10.5	11.8	7.2
O=C(Nn1cnc2ccccc2c1=O)c1ccccc1Cl	-44.1	-13.6	-13.2	-1.7	4.0	-8.9	6.6	16.2	-1.0	-18.9	-4.4
COc1ccc(-c2oc(=O)c3cc(OC)c(OC)cc3c2/C=C/c2ccc([N+](=O)[O-])cc2)cc1	8.0	-17.4	22.9	-3.1	-10.8	-22.4	-32.8	-20.6	5.2	3.9	25.3
COC(=O)[C@@]1(Cc2ccc(F)cc2)[C@H]2c3cc(C(=O)N(C)C)n(Cc4cc(F)cc5c4OCOC5)c3C[C@H]2CN1C(=O)c1ccccc1	0.0	x	x	-1.6	x	-3.7	0.6	x	x	7.7	x
CCC(C)[C@H](NC(=O)Nc1ccc(Oc2ccccc2)cc1)C(=O)O (stereo partly drawn)	8.7	-20.3	8.0	-11.7	-18.6	-2.2	-12.1	-1.3	10.7	8.8	8.2
CC(C)c1nc2c(c(=O)c3ccccc3n2C)c(=O)n1CCc1ccccc1	-17.5	5.3	22.4	8.9	-20.7	13.3	-22.6	1.7	-4.8	11.0	x
CCCn1c(=N)n(CC(=O)C(C)(C)C)c2ccccc21	9.8	7.5	13.5	-9.2	-29.6	8.4	12.6	9.9	5.4	-8.6	1.5
CC1CC(=O)N(CC(=O)Nc2ccccc2F)c2ccccc2S1(=O)=O (stereo not drawn)	8.1	-5.9	-18.1	10.9	4.7	-21.0	2.9	-8.3	-13.5	16.1	2.8
O=C(Nc1ccc2c(c1)OCCO2)c1cccs1	-40.1	-81.1	-73.6	46.0	5.0	-24.9	-6.7	-0.1	-85.1	-132.5	-23.1
COc1ccc(Cl)cc1N(CC(=O)Nc1ccccc1SC)S(C)(=O)=O	-1.7	-4.4	-19.1	-2.0	-10.5	-3.7	-3.2	-11.1	11.8	11.5	0.1
Cn1nc(C(=O)Nc2nc3ccccc3[nH]2)ccc1=O	-60.2	-74.7	-50.6	18.9	12.0	-37.1	1.1	2.8	-31.8	-88.8	-6.8
O=[N+]([O-])c1cc(CN2CCC(O)CC2)ccc1Cl	12.7	3.9	5.3	0.5	0.4	9.2	-22.1	15.9	23.6	-3.7	2.0
Cc1cc(OCC(=O)O/N=C(\N)c2ccccc2)cc(C)c1Cl	-32.6	-27.5	-8.7	7.1	10.4	0.2	-24.9	-11.8	14.3	8.8	-0.7
Cc1cccc(N2CCN(C(=O)c3cccc(S(=O)(=O)N4CCCCC4)c3)CC2)c1C	23.0	-7.2	2.4	13.4	-3.3	-0.3	20.1	10.8	71.2	6.8	4.4

Arranged by value in Shn3 3UTR inh (falling): three of the compounds above.
SMILES | SRC1 inh | SRC3 inh | NR2F2 inh | TWEAK-Fn14 inh | CF NFkB block | Shn3 3UTR inh | NR5A2 inv ag | EBV LMP1 NFkB
CCC(C)[C@H](NC(=O)Nc1ccc(Oc2ccccc2)cc1)C(=O)O (stereo partly drawn) | -20.3 | 8.0 | -2.2 | -12.1 | -1.3 | 10.7 | 8.8 | 8.2
COc1ccc(-c2oc(=O)c3cc(OC)c(OC)cc3c2/C=C/c2ccc([N+](=O)[O-])cc2)cc1 | -17.4 | 22.9 | -22.4 | -32.8 | -20.6 | 5.2 | 3.9 | 25.3
Cn1nc(C(=O)Nc2nc3ccccc3[nH]2)ccc1=O | -74.7 | -50.6 | -37.1 | 1.1 | 2.8 | -31.8 | -88.8 | -6.8

(next part)
SMILES	TROY signal inh	SRC1 inh	SRC3 inh	C8 TRAIL sens	KKLEB cytotox	NR2F2 inh	TWEAK-Fn14 inh	CF NFkB block	Shn3 3UTR inh	NR5A2 inv ag	EBV LMP1 NFkB
Cc1ccc(S(=O)(=O)Nc2nc3c(s2)C(=O)CC(C)(C)C3)cc1	-16.1	-0.9	0.3	-0.1	0.9	-18.3	0.7	2.6	3.6	-13.2	1.4
COc1cccc(CNc2ccc(F)c([N+](=O)[O-])c2)c1O	-13.9	-29.0	-13.4	11.8	8.1	-18.8	-17.4	3.3	-8.8	-6.3	0.9
Cc1nc2cncc(Br)c2n1C	-4.1	-1.6	-4.0	-13.9	6.9	-10.3	-3.3	1.9	8.6	-0.7	1.7
CCCNC(=O)C1(CC2CC(c3ccccc3)=NO2)CCN(C(=O)C2(C)CC2)CC1 (stereo not drawn)	-4.1	-10.8	-1.3	-5.0	18.9	20.2	7.6	-22.8	-8.9	-1.9	-4.5
O=C1C2C3C=CC(C2C(=O)N1C1CCCCC1)C1C2C(=O)N(C4CCCCC4)C(=O)C2C31 (stereo not drawn)	19.7	6.0	-3.6	18.9	6.9	-7.2	14.4	4.8	34.3	0.2	-13.1
Cc1ccnc(NC2c3ccccc3C(=O)N2Cc2ccccc2Cl)c1 (stereo not drawn)	-10.9	2.9	0.9	4.5	0.8	-10.9	-0.5	4.8	-19.7	12.4	-7.7
COC(=O)c1ccc(N2CCN(C)CC2)c(NC(=O)c2cc3ccccc3o2)c1	-1.9	-3.7	-5.7	-1.1	-30.0	0.3	22.4	-47.0	11.7	8.0	-12.4
O=C(Nc1cccc(Cl)c1)c1ccc(NC2=NC3CS(=O)(=O)CC3S2)cc1 (stereo not drawn)	-5.9	5.0	-25.1	-1.2	-3.3	-5.7	1.1	6.6	2.3	-4.9	5.0
Cn1c(=O)cc(OCCCC(=O)NCCC2=CCCCC2)c2ccccc21	-7.5	-2.2	10.5	0.9	5.0	-19.6	-3.8	-41.8	-11.9	-10.9	5.0
Clc1ccc(-c2nnc(SCc3cn4ccsc4n3)n2CC2CCCO2)cc1 (stereo not drawn)	-1.0	-9.2	0.2	3.7	0.8	1.3	-16.1	7.9	4.3	14.5	9.0
COc1ccc(-c2noc(CCCC(=O)O)n2)cc1	40.2	31.4	46.0	-8.1	3.9	82.8*	78.2*	-1.4	51.0	51.2	-3.6
Cc1cccc(NS(=O)(=O)c2nnc(NC(=O)c3ccccc3F)s2)c1	0.5	-18.4	10.8	5.9	-17.2	6.0	-7.7	-5.0	-12.6	-2.9	-14.5
COCCNc1oc(/C=C/c2ccccc2)nc1C#N	-68.2	-140.2	-74.3	-4.0	-19.3	-57.0	-26.9	-1.4	-88.2	-106.8	-10.3
Cc1cc(SCC(=O)N2CCC(c3noc4ccc(F)cc34)CC2)nc2ccccc12	10.3	3.2	-15.2	-8.4	0.3	-11.9	-15.6	13.1	4.0	2.0	0.5
COc1ccc(CNC(=O)CN(Cc2cccs2)C(=O)CCC(=O)Nc2ccccn2)cc1	-24.5	-13.9	3.2	2.6	-4.6	9.1	4.3	5.7	15.1	11.9	-5.6
CC12CCC(O)CC1=CCC1C2CCC2(C)C1CCC21CCC(=O)O1 (stereo not drawn)	10.1	-14.0	-10.0	-5.2	-5.7	-2.5	-6.7	3.1	13.1	4.8	8.0
Cc1nnc(SCC(=O)Nc2ncc(S(=O)(=O)c3ccc([N+](=O)[O-])cc3)s2)s1	3.4	13.3	14.8	-7.0	-6.3	3.4	-28.8	5.3	4.6	13.3	-4.0
O=C(C1=C(O)C(=O)N(CCN2CCOCC2)C1c1cccc(F)c1)c1cc2ccccc2o1 (stereo not drawn)	-7.2	3.6	-0.7	-16.3	-4.4	1.2	25.8	-14.6	-18.6	18.1	-0.4
CCN(CC)CCn1c(NCc2cccc(OC)c2)nc2ccccc21	10.0	-0.3	9.2	7.2	-8.0	10.1	-15.0	11.6	24.0	-28.0	5.9
CCC(C(=O)OC)(C(=O)OC)c1ccc([N+](=O)[O-])cc1	-9.4	8.9	13.9	1.9	-19.6	-1.3	-4.2	15.9	-1.3	-9.2	5.8
O=C(Nc1ccc(OCc2ccccc2Cl)cc1)c1cccnc1	13.5	24.4	21.1	-5.9	-3.2	38.0*	35.9	6.6	41.4	16.3	9.4
Cc1ccc2[nH]c(=O)c(CN(CCO)C(=O)N(C)C)cc2c1	-5.6	4.6	-9.2	-14.4	4.7	-10.1	14.4	-11.3	-21.9	10.4	-1.8
Cc1ccc(NCc2nnc(SCC(=O)N3c4ccccc4Sc4ccccc43)o2)c(C)c1	18.9	-1.3	11.3	-0.3	-9.4	16.2	19.8	-3.4	12.3	5.2	-1.1
Clc1ccc(-n2cc(COCc3ccccc3)nn2)cc1	-3.7	-83.5	-47.6	-4.4	0.7	-34.8	20.9	-10.9	-32.6	-123.9	-10.0
COc1cc2c(cc1OC)NC(=O)C2	0.4	-10.5	-9.4	-3.0	-20.1	1.7	-8.2	-7.2	-24.2	8.2	-5.1
O=C(N/N=C/C=C\c1cccc([N+](=O)[O-])c1)c1ccccn1	-26.0	-38.0	-21.2	-5.7	-2.1	-20.7	-10.0	-6.4	-40.4	-25.1	-8.4
CCOc1ccccc1-c1nc(CN2CCC(C(=O)N3CCOCC3)CC2)c(C)o1	9.9	-34.2	7.9	2.3	-6.8	18.5	-16.0	3.3	2.8	-5.4	-6.7
O=S(=O)(NCCN1CCOCC1)c1ccc(Cl)s1	-0.1	17.2	-15.6	-0.7	-11.5	6.9	-8.0	17.6	-22.8	-6.4	-3.2
COc1cccc2cc(-c3cc(=O)oc4cc(C)c(OCC(C)=O)cc34)oc12	-29.3	-0.7	1.1	10.1	-13.3	-0.3	-25.7	-61.1	25.7	12.6	11.7
Cc1ccc2[nH]c(CNC(=O)c3ccc(F)cc3)cc2c1	29.4	-20.7	-27.4	-2.9	11.9	-6.1	-9.4	-13.1	-22.3	-11.2	-9.6
